MCF10A rerep = A quantitative high throughput screen for small molecules that induce DNA re-replication in MCF 10a normal breast cells. MCF 10A DNA re-replication, Hoechst nuclear intensity, 48 h. actives 2.9% (n = 350,000). Potency, µM (highest dose often 46.1 µM), without a hit: at the top dose activity, positive = re-replication, most hits filed as activators. AID 624296, 2012; also: potency is read from the fitted curve at half-maximal effect; % of control where 0% means no effect; nearly all actives have a fitted effect of over 50% in size
ATXN viability = Viability Counterscreen for Primary qHTS for Inhibitors of ATXN expression | S2 cells (HEK-293 line with an ATXN2-luciferase reporter) viability, CellTiter-Fluor protease fluorescence, 24 h | Potency, µM (titrated, usually from 56.7 µM), usual class: cytotoxic | actives 0.49% (n = 400,000) | AID 651635, 2014; also: potency is read from the fitted curve at half-maximal effect; nearly all actives have a fitted effect of over 40% in size
HT1080NT lethal = qHTS for induction of synthetic lethality in tumor cells producing 2HG: qHTS for the HT-1080-NT fibrosarcoma cell line | HT-1080-NT fibrosarcoma viability, CellTiter-Glo ATP luminescence, 48 h | Potency, µM (highest dose often 46.1 µM), inactives show at the highest dose activity, negative = less viability, actives largely listed as cytotoxic | actives 1.6% (n = 360,000) | AID 686970, 2013;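 also: NT is the 2HG producing partner of a matched IDH1 knockdown line; potency is read from the fitted curve at half-maximal effect; 0% = DMSO-treated cells and -100% = media-only wells without cells; nearly all actives have a fitted effect of over 55% in size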
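750 cells/well, RPMI + 5% FBS; 2 h settle, compound pin-transfer, 48 h at 37 degrees C. CellTiter-Glo 10 min RT, luminescence. Normalized to DMSO and media-only wells.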
KB-V1 MDR tox = qHTS assay for MDR1-selective chemotherapeutics: Primary screen using the drug-selected MDR subline cells KB-V1; Potency, µM (top dose mostly 46.1 µM), for the others: at the highest dose activity change, negative = cytotoxicity, actives largely listed as cytotoxic; KB-V1 MDR cells viability, CellTiter-Glo, 72 h; actives 3.4% (n = 400,000); also: potency is read from the fitted curve at half-maximal effect; % is scaled to controls: 0 for no effect and ±100 for the full control effect; nearly all actives have a fitted effect of over 60% in size
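Drug-selected KB-V1 cells, grown in DMEM lacking phenol red with 10% FBS, receive compound titrations; after three days at 37 degrees C, surviving cell ATP is quantified by CellTiter-Glo luminescence and responses normalized and curve-fitted.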
KB-3-1 tox = qHTS assay for MDR1-selective chemotherapeutics: Primary screen using the parental adenocarcinoma cell KB-3-1; KB-3-1 viability, CellTiter-Glo ATP luminescence, 72 h; Potency, µM (top dose mostly 46.1 µM), inactives show top-dose activity change, negative = cytotoxic, usual class: cytotoxic; actives 1.4% (n = 400,000); AID 1347075, 2019; also: potency is read from the fitted curve at half-maximal effect; % is scaled to controls: 0 for no effect and ±100 for the full control effect; nearly all actives have a fitted effect of over 60% in size
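Cytotoxicity in the drug-sensitive parental line KB-3-1 was scored as loss of CellTiter-Glo luminescence following 72 h incubation with compound. Values come from curve fitting of normalized concentration-response data.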
SW480 rerep = A quantitative high throughput screen for small molecules that induce DNA re-replication in SW480 colon adenocarcinoma cells; Potency, µM (doses to about 46.1 µM), for the others: at the top dose re-replication activation, hits mostly activators; AID 624297, 2012; actives 1.8% (n = 340,000); SW480 DNA re-replication, Hoechst DNA content imaging, 48 h; also: potency is read from the fitted curve at half-maximal effect; % of control where 0% means no effect; nearly all actives have a fitted effect of over 55% in size
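DNA re-replication was detected as more nuclei of elevated Hoechst intensity after 48 hr exposure to compound (23 nL pinned per well of 250 cells).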
HT1080 IDH1KD tx = qHTS for induction of synthetic lethality in tumor cells producing 2HG: qHTS for the HT-1080-IDH1KD cell line; HT-1080 IDH1 knockdown viability, ATP luminescence, 48 h; Potency, µM (doses to about 46.1 µM), without a hit: at the highest dose activity, negative = toxicity, usual class: cytotoxic; actives 2% (n = 360,000);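 also: potency is read from the fitted curve at half-maximal effect; 0% = DMSO wells and -100% = cell-free medium wells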
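Knockdown cells (IDH1KD HT-1080) received compounds 2 h after plating at 750 cells/well and were kept 48 h at 37 °C in 5% FBS RPMI. A CellTiter-Glo luminescence read gave % activity for curve fitting.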
ATXN2 expr inh = Primary qHTS for Inhibitors of ATXN expression. AID 1745845, 2022. HEK-293 ATXN2-luciferase reporter, luminescence, 24 h. actives 0.72% (n = 360,000). Potency, µM (top dose mostly 57 µM), without a hit: at the highest dose activity change, negative = inhibition, hits mostly inhibitors; also: potency is read from the fitted curve at half-maximal effect; % is scaled to controls: 0 for no effect and ±100 for the full control effect; nearly all actives have a fitted effect of over 55% in size
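qHTS (up to 57 uM final) was run with 24 h compound exposure of reporter cells at 37 °C. Each well was multiplexed: SteadyGlo luminescence measured ATXN2-luciferase expression after a fluorogenic Gly-Phe-AFC viability readout (25 uM final).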
IL1B secr inh = qHTS for Inhibitors of Inflammasome Signaling: IL-1-beta AlphaLISA Primary Screen. THP-1 LPS/ATP IL-1B secretion, AlphaLISA, 16 h; stronger effect = lower value. activity change, % at 57.5 µM. actives 4.7% (n = 360,000); in the data active = activity change below about -50%; inconclusive = mostly about -30% to -49%; also: % is scaled to controls: 0 for no effect and ±100 for the full control effect
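Secreted IL-1B measured by AlphaLISA bead assay after 16 h compound exposure of THP-1 cells; compounds (final up to 57.5 uM) added 1 h before LPS (250 ng/mL) and ATP (1.25 mM) stimulation; lower signal means less secretion.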
An asterisk follows results filed as active; i = inactive; ? = inconclusive; . = no result given; & = joins results of further samples; [ ] = dose if it differs, or a comment. Unless noted, calls follow the shape of the dose curve; as a rule, active = well fitted curve in the direction sought with a large enough effect; inconclusive = small, poorly fitted or top-dose-only effect, or another doubt; inactive = no such curve, though single readings can be large; an effect the other way counts as inactive or inconclusive.

canonical_smiles	MCF10A rerep	ATXN viability	HT1080NT lethal	KB-V1 MDR tox	KB-3-1 tox	SW480 rerep	HT1080 IDH1KD tx	ATXN2 expr inh	IL1B secr inh
COC(=O)C1=CN(Cc2ccc(OC)cc2)C=C(C(=O)OC)C1c1cccs1	?	i	-5%	-1%	?	?	-17%	2%	-10
Cc1nnc(SCC(=O)NNC(=O)c2ccccc2)n1-c1ccccc1	5%	i	19%	-4%	0%	?	19%	-10%	1
Cn1c(-c2ccsc2)c(-c2cccs2)c2cc(-c3cccc4[nH]ccc34)ccc21	?	i	11%	7%	-6%	-40%[9.22 µM]	7%	7%	-26
Cc1c(C(=O)N2CCCCC2)c(S(=O)(=O)N2CCN(c3ccccc3F)CC2)c(C)n1C	2%	i	2%	25%	-7%	-1%	7%	4%	0
O=C(CN1CCN(c2ccc(O)cc2)CC1)NC(c1ccccc1)c1ccccc1	15%	i	-2%	-29%	6%	?	-8%	-17%	-2
COc1ccc([N+](=O)[O-])cc1NCC(=O)Nc1cccc(S(=O)(=O)N2CCCC2)c1	17%	i	-7%	-16%	-6%	0%	-1%	-5%	-10
COc1ccc(OCc2nnc(SCC(=O)Nc3ccccc3Cl)o2)cc1	12%	i	21%	6%	2%	-1%	17%	-8%	9
CCc1nnc(NC(=O)CSc2nnc(-c3ccc(S(=O)(=O)N4CCCC4)cc3)n2CC)s1	-1%	i	17%	-1%	5%	0%	19%	4%	10
CCOCCCNC(=O)C(NC(=O)c1ccccc1O)c1ccccc1 (stereo not given)	?	i	0%	?	5%	?	-2%	-13%	0
CCOc1ccc2c(c1)C(C)=CC(C)(C)N2C(=O)Nc1ccccc1F	?	?	5%	6%	0%	4%	25%	8%	5
O=C(CSc1ccc(-c2ccco2)nn1)NCc1ccccc1Cl	-5%	i	0%	21µM*	-3%	-6%	6%	5%	1
O=C(Nc1ccccc1Cl)N1CCN(c2ccc3nncn3n2)CC1	0%	i	6%	?	?	-7%	6%	6%	7
O=C(COC(=O)c1cccc(S(=O)(=O)N2CCCCCC2)c1)NCc1ccc(Cl)cc1	0%	i	-1%	17%	1%	22%	-3%	-12%	9
Cc1nc(C)n(CCNS(=O)(=O)c2ccccc2)n1	-11%	i	20%	?	14%	-19%	10%	-12%	-1
Cc1cc(C)n2nc(C(=O)OCC(=O)c3cc(C)n(C)c3C)nc2n1	-1%	i	5%	3%	0%	-1%[9.22 µM]	11%	7%	-8
Cc1ccc(-c2ccc(CCC(=O)O)n2NC(=O)c2cccs2)cc1	-1%	i	-2%	26%	6%	-1%	0%	4%	26
COc1ccc(/C=C\c2onc(C)c2S(=O)(=O)N2CCC(C(=O)NCc3ccco3)CC2)cc1	?	?	-1%	-4%	-16%	4%	5%	7%	-1
CCOC(=O)/C(=N\Nc1cc(Cl)ccc1Cl)N1CCN(CC)CC1	?	i	?	7%	12%	1%	?	-13%	6
Cc1cc2ccc(C)c(C)c2nc1SCC(=O)c1cccs1	?	i	?	15µM*	?	16%	?	1%	33
COc1ccccc1CN(C)C(=O)C1(c2ccc(Cl)cc2)CC1	0%	i	5%	?	1%	-2%	1%	-14%	6
Cc1ccc(S(=O)(=O)NCC(=O)NCC(=O)OCC(=O)NC(=O)NC(C)(C)C)cc1C	-39%[inhibitor]	i	-1%	-2%	0%	-3%	7%	-12%	3
COc1ccc(C(=O)NCC(=O)OCC(=O)NC(=O)NC2CCCCC2)cc1OC	0%	i	16%	19%	-3%	-8%	12%	3%	20
COc1ccc(S(=O)(=O)NCC2CCCN(C(=O)c3ccco3)C2)cc1 (stereo not given)	0%	i	14%	-22%	11%	0%	5%	-4%	5
Cc1ccccc1S(=O)(=O)Cc1ccc(C(=O)NC2CCCCC2C)o1 (stereo not given)	19%	i	7%	-1%	-3%	-8%	5%	-12%	41
Cc1ccc(C)c(S(=O)(=O)N2CCN(C(=O)C3CCN(c4ncnc5sc(C)c(C)c45)CC3)CC2)c1	21µM*	?	5%	?	23µM*	21µM*	-10%	?	?
CCNC(=O)c1ccc(N(C)S(=O)(=O)c2cccs2)cc1	-13%	i	5%	21%	4%	-28%	5%	5%	11
COc1ccc(C(=O)Nc2cccc(/C=C(\CCC(=O)O)c3nc4ccccc4s3)c2)cc1	12%	i	-23%	-6%	11%	-7%	-12%	20%	63
O=S(=O)(NCc1cccnc1)c1ccc(Br)c2ccccc12	-5%	i	-6%	-4%	0%	-7%	-18%	0%	21
FC(F)(F)c1cc(Oc2ccc(Cl)cc2)nc(-c2ccccn2)n1	0%	i	3%	?	1%	2%	14%	-8%	0
COc1ccc(CN2C(=O)C(CC(=O)NC3CC3)CC(C(=O)N3CCOCC3)=C2C)cc1 (stereo not given)	.	i	16%	0%	0%	.	19%	2%	37

Arranged by SMILES length (low to high): some entries from above.
canonical_smiles	MCF10A rerep	ATXN viability	HT1080NT lethal	KB-V1 MDR tox	KB-3-1 tox	SW480 rerep	HT1080 IDH1KD tx	ATXN2 expr inh	IL1B secr inh
Cc1cc2ccc(C)c(C)c2nc1SCC(=O)c1cccs1	?	i	?	15µM*	?	16%	?	1%	33
COc1ccccc1CN(C)C(=O)C1(c2ccc(Cl)cc2)CC1	0%	i	5%	?	1%	-2%	1%	-14%	6
COc1ccc(C(=O)NCC(=O)OCC(=O)NC(=O)NC2CCCCC2)cc1OC	0%	i	16%	19%	-3%	-8%	12%	3%	20

Going on with the list.
canonical_smiles	MCF10A rerep	ATXN viability	HT1080NT lethal	KB-V1 MDR tox	KB-3-1 tox	SW480 rerep	HT1080 IDH1KD tx	ATXN2 expr inh	IL1B secr inh
Cc1nnc(NC(=O)c2ccncc2)s1	9%	i	10%	0%	-13%	1%	0%	12%	7
COc1ccc2c(C)c(CCC(=O)NCCc3ccccc3OC)c(=O)oc2c1	.	i	.	?	-5%	.	.	0%	.
Cc1nn(-c2ccccc2)c2c1cc1c(=O)[nH]c(=O)nc-1n2-c1cccc(C(F)(F)F)c1	.	i	.	?	11%	.	.	12%	.
COc1nc(-c2ccc3c(c2)OCO3)n(-c2ccc(NC(=O)CSc3ccccc3)cc2)n1	21%	i	.	18%	-20%	?	.	-25%&0%	.
CC1CCC2(CC1)NC(=O)N(CC(=O)Nc1cc(S(=O)(=O)N3CCCC3)ccc1Cl)C2=O (stereo not given)	-2%	i	12%	-8%	-7%	6%	9%	-12%	-6
Cc1ccc(NC(=O)CCC(=O)NNC(=O)c2cccs2)cc1C	2%	?	17%	1%	-7%	-7%	-8%	13%	14
Fc1ccc(CN2CCN(C(=S)NCCc3ccccc3)CC2)c(Cl)c1	23%	i	-19%	21µM*	?	2%	-27%	-19%	6
Cc1cnc(CN(C)C(=O)CC2C(=O)NCCN2Cc2cccc(F)c2F)[nH]1 (stereo not given)	6%	i	1%	5%	0%	14%	1%	-5%	19
COc1cccc(/C=N/NC(=O)c2c(C)nc3ccc(Cl)cn23)c1O	?	i	-29%	?	?	0.26µM*	?	?	141
CC(C)c1ccc(-c2nnn(CCC#N)n2)cc1	-33%[inhibitor]	i	9%	1%	3%	2%	11%	102%[activator]	?
COc1cc(NS(=O)(=O)c2ccc(NC(C)=O)cc2)ncn1	-20%	i	3%	26%	-3%	-4%	-6%	-11%	15
CC1(C(=O)NS(=O)(=O)c2ccc(Br)cc2)CCN1C(=O)c1cccc(F)c1 (stereo not given)	.	i	25%	-13%	9%	.	0%	10%	3
O=C1C=C(O)CC2(CCCCC2)C1	.	i	?	6%	0%	.	13%	16%	23
Cc1cccc(-c2cc(C(=O)Nc3cccnc3)c3ccccc3n2)c1	?	?	-2%	?	?	0%	-15%	0%	14
O=C(C1CCCCN1S(=O)(=O)c1ccccc1)N1CCN(Cc2ccccc2)CC1 (stereo not given)	-2%	i	3%	-12%	?	3%	-5%	-5%	7
CC(/C=N/NC(=O)c1cccnc1)=C\c1ccccc1	-4%	i	13%	-2%	14%	-13%	14%	22%[11.3 µM]	-3
CCOc1ccccc1NC(=O)CN(c1ccc(OC)c(OC)c1)S(=O)(=O)c1ccc(C)cc1	.	?	-7%	-3%	-1%	.	-7%	.	-7
COc1ccc(-c2ccc(SCc3cccnc3)nn2)cc1OC	30%	?	2%	-30%	?	-2%	3%	.	?
CCCN1CCN(CCNC(=O)Nc2cc(Cl)c(OC)cc2OC)CC1	.	i	.	2%	3%	.	.	0%	.
CCCOP(=O)(c1ccc(N(C)C)cc1)C(O)c1cc(OC)ccc1OC (stereo not given)	0%	i	1%	11%	0%	12%	8%	.	-2
Cc1ccc(NC(=O)CCNC(=O)Cn2cnc3ccccc3c2=O)cc1F	-3%	i	2%	4%	-14%	-3%	2%	-2%	21
O=C(O)c1cc(-c2ccccc2)n(-c2ccc(Cl)cc2)n1	-4%	i	-5%	2%	-5%	-1%	0%	2%	20
O=C(c1cn[nH]c1)N1CCc2c([nH]c3ccccc23)C1c1c(F)cccc1Cl (stereo not given)	?	i	?	-13%	-5%	-58%[inhibitor]	-28%	-19%	-53*
COc1ccc(S(=O)(=O)NC(=O)C2(C)CCN2C(=O)C2(c3ccccc3)CCCC2)cc1 (stereo not given)	.	i	1%	3%	0%	.	-12%	-1%	41
